# MLLE-PAM2 inh: inhibitors of microRNA-mediated deadenylation, human PABP1 MLLE binding | 360,000 compounds, 0.36% hits | inhibition, % at 20 µM | AID 588489 | P11940 | GST-MLLE / FITC-PAM2 fluorescence polarization; in the data active = inhibition above about 35%, passing the limit was not always enough;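 note: plate controls were DMSO wells with GST-MLLE for no effect and wells lacking GST-MLLE protein for full effect; some results filed as inactive read as strong as hits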
# MsrA inh: bovine MsrA inhibition | purified bovine MsrA, absorbance read-out | inhibition, % at 15.5 µM | 360,000 compounds, 0.75% hits; in the data active = inhibition above about 4.5%;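 note: 0% = vehicle wells with enzyme and 100% = reference inhibitor wells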
# bovine MsrA act: bovine methionine sulfoxide reductase A activation. purified bovine MsrA, absorbance read-out. activation, % at 10.6 µM. 360,000 compounds, 0.3% hits; in the data active = activation above about 7.5%;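 note: 0% = vehicle and 100% = reference activator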
# TbMetRS inhib: Trypanosoma brucei MetRS inhibition; purified T. brucei MetRS, ATP depletion, Kinase-Glo luminescence; inhibition, % at 11.9 µM; 360,000 compounds, 0.4% hits;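 active = inhibition above a per-plate cutoff of the control wells' mean inhibition plus 3 SD, cut at about 5.5% in these data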;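 note: 0% = DMSO wells median and 100% = median of wells with control inhibitor compound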
#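 Measured by: Kinase-Glo luciferase luminescence reporting remaining unconsumed ATP. Material: purified T. brucei MetRS enzyme. Doses: 11.9 µM compound single dose, 0.9% DMSO. Medium: HEPES buffer containing pyrophosphatase, BSA, spermine, DTT. Times: 15 min preincubation, 2 h reaction, all 25 °C. Reagent: methionine, ATP and bulk E. coli tRNA.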
# eLon inh: inhibitors of E. coli Lon protease | 360,000 compounds, 0.42% hits | inhibition, % at 7.94 µM | purified E. coli Lon protease, fluorescence polarization | P0A9M0; in the data active = inhibition above about 13%, passing the limit was not always enough;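 note: 0% = enzyme with probe and DMSO and 100% = no enzyme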
# SKN-1 block: C. elegans SKN-1 inhibition; inhibition, % at 21.8 µM; C. elegans VP596 Pgst-4::GFP/RFP ratio, acrylamide-induced, 24 h; AID 624304; 360,000 compounds, 0.49% hits;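 active = interference check ratio from 0.5 to 1.5 plus GFP to RFP signal ratio inhibition reaching or exceeding a fixed threshold, cut at about 30% in these data, passing the limit was not always enough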; note: some compounds called inactive have numbers as strong as hits
# MT1-MMP act inh: MT1-MMP (human) activation inhibition; HT1080 RFP-PRO-GFP cells, GFP/RFP ratio fluorescence, overnight; percent of plate control window, DMSO zero; GFP/RFP ratio change, % at 20 µM; 360,000 compounds, 0.061% hits; AID 651647;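 active = GFP/RFP ratio change of at least 30% with cell ATP level not reduced by more than half and red fluorescence within 50% of control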; note: strong numbers were not always called active
#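 Test system: HT1080 RFP-PRO-GFP cells; Benchmarks: DMSO and RFP-L50D-GFP cell wells; Timing: cells overnight before dosing, compound overnight, 37 °C, 5% CO2; Compound: one 20 µM compound dose with 1% DMSO; Read-out: GFP/RFP fluorescence ratio.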
# FAS-TE inh: inhibitors of human fatty acid synthase thioesterase domain. P49327. recombinant FAS-TE, OMFH fluorogenic substrate, fluorescence endpoint. inhibition, % at 15 µM. 360,000 compounds, 0.67% hits;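 active = compounds whose normalised, plate-corrected inhibition of enzyme fluorescence in the single-dose primary screen is 50% or more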;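 note: 0% = DMSO with enzyme and 100% = substrate without enzyme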
# NRP1-CendR mod: alters CendR peptide binding to human NRP-1 | inhibition, % at 25 µM | 360,000 compounds, 0.85% hits | FAM-RPARPAR peptide binding to NRP-1, fluorescence polarization;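 active = inhibition or corrected inhibition above about 18%, plus a signal ratio from 0.5 to 1.5, limit read from the data, passing the limit was not always enough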; note: strong numbers were not always called active
# An asterisk follows results filed as active; / = not tested or not shown.
SMILES,MLLE-PAM2 inh,MsrA inh,bovine MsrA act,TbMetRS inhib,eLon inh,SKN-1 block,MT1-MMP act inh,FAS-TE inh,NRP1-CendR mod
CCCCN1C(=O)C(O)(CC(=O)c2ccco2)c2cc(Br)ccc21 (stereo not given),2,0.3,-4,-0.4,-9,-2,0,-5,-1
Cc1cc(/C=N/n2cnnc2)c(C)n1-c1cc(Cl)ccc1Cl,4,0.9,0,-0.4,-9,2,0,-8,-14
COc1ccc2cc(S(=O)(=O)N3CCCC3)ccc2c1,1,0.1,-5,-0.2,-5,-6,2,2,-3
Cc1ccc(CC(C(=O)O)C(C)C(=O)Nc2ccc(F)cc2)cc1 (stereo not given),10,0.9,-2,-0.2,1,-3,-3,3,8
Cc1cccn2c(=O)c(C=O)c(N3CC(C)OC(C)C3)nc12 (stereo not given),2,1.4,-1,0.3,8,3,-1,-3,10
CSc1nc(Cl)cc(Nc2ccccc2N)n1,-11,1.0,-4,-0.5,-18,4,2,0,-14
C=C(C)CN=C1NN=C(c2cc(C)n(-c3ccc(C)cc3)c2C)CS1,-68,0.5,-2,0.4,-7,9,-3,-50,-2
CCOC(=O)N1CCN(S(=O)(=O)N2CCCC(C(=O)NCCc3ccc(C)cc3)C2)CC1 (stereo not given),-8,-0.2,-5,0.7,9,-14,1,-3,11
CC(Oc1ccc(Cl)cc1)C(=O)NNC(=S)NC(=O)c1ccco1 (stereo not given),6,-0.7,2,-0.4,-1,0,4,-4,16
Cc1ccc(-c2csc(N/N=C/c3ccco3)n2)c(C)c1,8,1.8,2,-0.5,2,10,-12,-5,-21
Cc1cc(NC(=O)Nc2cccc(Cl)c2)no1,-4,0.7,-2,0.2,0,9,2,0,-16
CCOC(=O)C1CCN(S(=O)(=O)C(F)(F)c2nc3ccccc3s2)CC1,10,-0.6,0,-0.4,7,4,3,25,-4
COC(=O)C1CCN(C(=O)c2ccc(Cl)c(S(=O)(=O)NCc3cccnc3)c2)CC1,4,-0.8,-4,0.2,-9,13,2,-6,0
COc1ccc(OC)c(CNC(=O)C2CCCN(S(=O)(=O)N3CCC(C)CC3)C2)c1 (stereo not given),5,0.7,-2,-0.7,-14,-3,-6,-4,4
O=C(NCCC(=O)N1CCN(c2ccccn2)CC1)c1ccc(Br)cc1,-10,-0.5,-1,-0.1,-7,10,0,-3,8
COc1ccc2oc(=O)c(N3C(=O)c4ccccc4C3=O)cc2c1,8,-0.5,-4,-0.4,2,-8,-1,3,1
O=[N+]([O-])c1ccccc1S(=O)(=O)N1CCN(CC2CC3C=CC2C3)CC1 (stereo not given),13,-1.7,0,-0.2,1,2,4,16,-22
C[C@H](CO)N1C[C@H](C)[C@@H](CN(C)C(=O)c2ccc3ccn(C)c3c2)OCc2cn(nn2)CCCC1=O,-12,0.1,0,-0.7,-5,5,5,-6,-2
CC(=O)Nc1cc([N+](=O)[O-])ccc1N1CCOCC1,3,1.5,-4,-0.3,4,0,1,-9,8
NC(=O)c1ccc(-c2nnc(Nc3ccc(S(N)(=O)=O)cc3)c3ccccc23)cc1,3,3.6,-5,0.3,-12,6,1,-5,-12
O=C(COC(=O)c1ccc2c(c1)OCCO2)Nc1ccc(F)cc1F,-7,-0.3,-1,-0.2,6,18,3,27,-25
Nc1nnc(/C=C/c2ccccc2)s1,-20,2.7,0,0.1,3,15,0,-6,-13
COc1ccccc1CCC(=O)OCC(=O)Nc1ccc(C)c(S(=O)(=O)N2CCCCC2)c1,-1,1.1,-3,-0.1,-2,-1,6,17,5
CCOc1ccccc1C(=O)NC(C(=O)OCn1nnc2ccccc2c1=O)C(C)C (stereo not given),-9,-0.2,0,-0.1,-8,4,5,6,-3
CCN(CCO)c1ncnc2c1sc1nc(CC(C)C)c3c(c12)CC(C)(C)OC3,11,0.6,-14,-1.2,-3,-20,/,9,1
O=C(Nc1nnc(SCc2cccc(F)c2)s1)c1ccco1,1,2.3,-2,0.3,14,5,-1,-2,4
O=c1[nH]c(CN2CCOCC2)nc2scc(-c3ccccc3)c12,9,-1.1,-2,-0.9,2,23,2,-9,-14
CC1(C(=O)NS(=O)(=O)c2ccc(F)cc2F)CCN1C(=O)C1(c2ccc(Cl)cc2)CCC1 (stereo not given),2,-1.4,-4,-0.2,-3,-3,-2,-10,-7
Nn1c(SCc2ccccc2)nc2ccccc21,-12,-1.3,-9,-0.8,8,-3,-7,-1,6
CCC1NC(=O)c2cc3ccccc3cc2-n2c1nc1cc(C)cc(C)c1c2=O (stereo not given),19,1.0,-5,-2.4,4,3,0,-2,-9
Cc1noc(/C=C/N(C)C)c1S(=O)(=O)N1CCCC(C(=O)NCc2ccccc2Cl)C1 (stereo not given),2,2.8,-3,0.9,-49,13,-15,7,-8
CCOC(=O)c1c(C)[nH]c(C(=O)CSc2nc(C)cc(C)n2)c1C,-10,-0.8,-6,-0.7,1,4,0,-10,-18
CN(C)c1ccc(Nc2ncnc3ccc(Br)cc23)cc1,-12,1.3,-1,0.3,-8,-7,-13,0,7
CCNC(=O)C1(C)CCCN(Cc2csc3ccccc23)C1 (stereo not given),-7,0.4,-2,0.1,-4,14,-3,1,-11
COc1ccc(CCNC(=O)CSc2n[nH]c(N)n2)cc1OC,1,1.4,0,0.0,4,20,3,-9,5
Cn1c(N2CCOCC2)c(C#N)c2ccccc21,11,-0.8,-9,-1.5,4,11,2,-3,0
CC(C)OCCCNC(=O)c1ccc(C2SCC(=O)N2Cc2ccco2)cc1 (stereo not given),28,-0.5,-3,-0.8,-3,15,7,10,-2
CC(C)[C@H](NC(=O)C1CCN(S(=O)(=O)c2ccc(F)cc2)CC1)C(=O)N1CCCCCC1,21,-1.2,-12,-0.7,-3,-10,4,-2,12
O=C(NC1CCCCC1)c1ccc2c(c1)S(=O)(=O)c1ccccc1C2=O,-8,-0.4,-1,-0.3,2,-7,-3,6,4
CCOC(=O)CSc1snnc1C,-3,0.2,-2,-0.5,-17,-3,-3,-4,2
O=C(NCc1cccnc1)c1ccc(Br)o1,2,-1.0,-1,-0.3,0,-15,3,-6,0
CCc1nc2ccc(C(=O)NCc3ccccc3OC)cn2c1N(C)C(=O)Cc1ccccc1,4,0.8,3,-0.1,-5,9,-1,-7,-13
Cc1ccnc(NC(=S)NC(=O)c2cccs2)c1,28,1.6,-11,-1.4,2,3,0,-3,9
CSc1cccc(NC(=S)NCCCN2CCN(c3ccc(F)cc3)CC2)c1,-9,-1.6,-4,1.0,-8,-3,1,-3,11
COc1cc(SC)ccc1C(=O)Nc1cc(C)ccn1,-5,3.6,-11,-1.4,2,18,3,12,6
O=S(=O)(Nc1ccc(S(=O)(=O)Nc2nccs2)cc1)c1ccc(Br)cc1,22,0.3,-2,-0.4,-3,9,-1,-3,-1
CCNC(COC(=O)c1ccc([N+](=O)[O-])cc1)C1CCCCC1 (stereo not given),5,-0.2,2,-0.2,11,13,2,8,1
Cc1ccnc2nc(C(=O)OCC(=O)Nc3ccc([N+](=O)[O-])cc3Br)nn12,-18,0.0,-3,-0.3,2,10,-1,-3,-1
Cc1cc(Cl)ccc1NC(=S)N1CCOCC1,-15,-0.4,-2,0.2,2,0,0,-6,8
CC1(C)CC(=O)/C(=C(/O)Cc2ccccc2)C(=NCCc2ccccc2)C1,5,-0.8,-3,0.3,4,12,1,6,-11

# Following part.
SMILES,MLLE-PAM2 inh,MsrA inh,bovine MsrA act,TbMetRS inhib,eLon inh,SKN-1 block,MT1-MMP act inh,FAS-TE inh,NRP1-CendR mod
CCCCNC(=O)c1sc2ncnc(N3CCc4ccccc4C3)c2c1C,-1,-0.6,-2,0.7,3,0,4,21,2
COc1ccc(C2(C(=O)Nc3ccc(C(=O)O)cc3)CCOCC2)cc1,-19,-1.5,-3,0.2,2,19,3,-5,0
CCCC(NC(=S)NCC1CCCO1)C12CC3CC(CC(C3)C1)C2 (stereo not given),-45,0.4,-1,-0.2,6,4,-18,19,6
c1ccc(-c2csc3ncnc(N4CCN(Cc5ccc6c(c5)OCO6)CC4)c23)cc1,-3,0.2,-1,-0.5,-13,10,-3,40,-4
O=C(NCc1ccco1)c1cccc2c1C(=O)c1ccc(N3CCC(N4CCCCC4)CC3)cc1S2(=O)=O,-40,0.8,-3,-0.7,-32,16,-22,-14,-107
C/C=C/C(=O)OCC(=O)Nc1nc2ccc(C)cc2s1,5,0.9,-1,0.1,10,21,2,-4,22
CCOc1ccc(C2/C(=C(\O)c3ccc(OC)c(OC)c3)C(=O)C(=O)N2c2cc(C)on2)cc1OC (stereo not given),6,3.5,-4,-0.4,-9,-13,5,-6,8
CCOc1c2ccc(C(=O)NCc3ccc4c(c3)OCO4)cc2nn1CCOC,-4,0.2,1,-0.3,-2,14,3,-15,18*
O=C(CCC(=O)Nc1ccccc1Cl)NNC(=O)COc1ccc([N+](=O)[O-])cc1,3,1.5,-6,-0.1,4,13,4,-1,-5
COc1cccc(NC(=O)c2ccc(S(=O)(=O)N3CCCCC3)cc2)c1,-4,-0.3,1,-0.3,1,1,-2,15,-6

# 13 structures already listed, ordered by length of the SMILES, lowest first:
SMILES,MLLE-PAM2 inh,MsrA inh,bovine MsrA act,TbMetRS inhib,eLon inh,SKN-1 block,MT1-MMP act inh,FAS-TE inh,NRP1-CendR mod
Cc1cc(Cl)ccc1NC(=S)N1CCOCC1,-15,-0.4,-2,0.2,2,0,0,-6,8
COc1cc(SC)ccc1C(=O)Nc1cc(C)ccn1,-5,3.6,-11,-1.4,2,18,3,12,6
C/C=C/C(=O)OCC(=O)Nc1nc2ccc(C)cc2s1,5,0.9,-1,0.1,10,21,2,-4,22
CCCCNC(=O)c1sc2ncnc(N3CCc4ccccc4C3)c2c1C,-1,-0.6,-2,0.7,3,0,4,21,2
CCCC(NC(=S)NCC1CCCO1)C12CC3CC(CC(C3)C1)C2 (stereo not given),-45,0.4,-1,-0.2,6,4,-18,19,6
CCNC(COC(=O)c1ccc([N+](=O)[O-])cc1)C1CCCCC1 (stereo not given),5,-0.2,2,-0.2,11,13,2,8,1
COc1ccc(C2(C(=O)Nc3ccc(C(=O)O)cc3)CCOCC2)cc1,-19,-1.5,-3,0.2,2,19,3,-5,0
COc1cccc(NC(=O)c2ccc(S(=O)(=O)N3CCCCC3)cc2)c1,-4,-0.3,1,-0.3,1,1,-2,15,-6
CC1(C)CC(=O)/C(=C(/O)Cc2ccccc2)C(=NCCc2ccccc2)C1,5,-0.8,-3,0.3,4,12,1,6,-11
O=S(=O)(Nc1ccc(S(=O)(=O)Nc2nccs2)cc1)c1ccc(Br)cc1,22,0.3,-2,-0.4,-3,9,-1,-3,-1
c1ccc(-c2csc3ncnc(N4CCN(Cc5ccc6c(c5)OCO6)CC4)c23)cc1,-3,0.2,-1,-0.5,-13,10,-3,40,-4
O=C(CCC(=O)Nc1ccccc1Cl)NNC(=O)COc1ccc([N+](=O)[O-])cc1,3,1.5,-6,-0.1,4,13,4,-1,-5
CCOc1ccc(C2/C(=C(\O)c3ccc(OC)c(OC)c3)C(=O)C(=O)N2c2cc(C)on2)cc1OC (stereo not given),6,3.5,-4,-0.4,-9,-13,5,-6,8

# Assay outcomes as filed in PubChem.
